Mtb RmlCD inh: M. tuberculosis RmlC/RmlD coupled enzyme inhibitors, primary screen, biochemical, compound mixtures, 384-well, from 1536-well plates; RmlC+RmlD coupled enzyme assay, percent inhibition; primary screen in compound mixtures; AID 1533, 2009; 0.03% of 160,000 active; dTDP-4-dehydrorhamnose reductase (Mycobacterium tuberculosis (strain ATCC 25618 / H37Rv)) …; inhibition, % at 3.6 µM; in the data active = inhibition mostly above about 34%, no sharp cut-off; inconclusive = no clear call, values can overlap the other calls; inactive = mostly below about 22%; also: some results filed as inactive read as strong as hits
Target sequence (P9WH09 whole entry, looked up): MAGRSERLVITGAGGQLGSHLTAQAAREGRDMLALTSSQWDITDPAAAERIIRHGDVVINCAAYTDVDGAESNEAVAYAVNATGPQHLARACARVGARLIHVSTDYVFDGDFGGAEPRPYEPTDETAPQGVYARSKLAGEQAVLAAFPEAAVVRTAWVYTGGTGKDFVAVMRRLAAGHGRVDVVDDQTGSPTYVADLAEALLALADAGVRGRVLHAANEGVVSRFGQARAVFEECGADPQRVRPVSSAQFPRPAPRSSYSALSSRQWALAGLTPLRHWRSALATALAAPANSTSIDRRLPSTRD
Target sequence (P9WH11 whole entry, looked up): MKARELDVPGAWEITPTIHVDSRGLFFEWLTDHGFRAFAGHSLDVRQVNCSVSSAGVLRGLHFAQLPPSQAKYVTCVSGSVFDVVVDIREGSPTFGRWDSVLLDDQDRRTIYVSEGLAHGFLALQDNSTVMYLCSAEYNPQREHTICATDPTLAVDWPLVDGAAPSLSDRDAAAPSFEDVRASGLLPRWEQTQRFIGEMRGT
GlmU inhibition: inhibition of mycobacterial GlmU enzyme – biochemical, glucosamine-1-phosphate acetyltransferase (AID 1376); Bifunctional protein GlmU (Mycobacterium tuberculosis (strain ATCC 25618 / H37Rv)); M. tuberculosis GlmU acetyltransferase enzyme assay; higher % means a stronger effect; inhibition, %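 (tested at 30 µM in the primary screen)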, or IC50 in µM where a hit was titrated; 0.25% of 220,000 active; in the data active = inhibition above about 13%; inconclusive = no clear call, values can overlap the other calls;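 also: 0% = complete reaction with vehicle and 100% = reaction without substrate; strong numbers were not always called active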
* marks the source's active call; other numbers are inactive results; ? = inconclusive; . = not tested or not shown. A portion of the library; count on the stated rates, not on these rows.

Below each compound: GlmU inhibition, Mtb RmlCD inh
1: COc1ccc(C(=O)Oc2c(C)occc2=O)cc1OC
→ 10%, 5
2: CCOC(=O)CCNC(C)C1COc2ccccc2O1 (stereo not given)
→ -5.4%, .
3: CCCCNS(=O)(=O)/C=C/c1ccccc1
→ -6.1%, 0
4: CCN1CCN(c2nc3sc4c(c3c(=O)n2-c2ccc(OC)cc2)CCCCC4)CC1
→ -1.3%, .
5: Cc1sc2ncn(CC(=O)NCCCOC(C)C)c(=O)c2c1S(=O)(=O)N1CCN(c2ncccn2)CC1
→ -1.9%, 10
6: N#Cc1nc(-c2ccccc2F)oc1NC1CCCCC1
→ 4.4%, 9
7: O=C(NNC(=O)c1ccccc1[N+](=O)[O-])c1ccccn1
→ -6.6%, -3
8: Cc1cccc(C(=O)NCc2nnc(SCC(=O)N3CCN(c4ccccc4)CC3)n2C)c1
→ -1.4%, .
9: COc1ccccc1C(=O)NNC1=C(C(=O)C(F)(F)F)CCC1
→ 0.7%, -4
10: CN(C)CCCN1C(=O)CSC1c1ccc([N+](=O)[O-])cc1 (stereo not given)
→ 1.0%, 12
11: Oc1c(C(Nc2cccc(C(F)(F)F)c2)c2ccncc2)ccc2cccnc12 (stereo not given)
→ 2.4%, 1
12: Cc1cccnc1NCc1ccc(O)c2ncccc12
→ 1.5%, .
13: C/C(=C\c1ccc2c(c1)OCO2)C(=O)c1c(C)cc(C)[nH]c1=O
→ 2.3%, -9
14: CC(=O)OCC1OC(OC(C)=O)C(NC(=O)c2cccnc2)C(OC(C)=O)C1OC(C)=O (stereo not given)
→ 0.9%, -11
15: COC(=O)C1=C(CSc2nc3ccccc3o2)NC(=O)NC1c1cc(C)ccc1C (stereo not given)
→ -1.1%, .
16: O=C1OC(c2ccc(Br)cc2)=N/C1=C\N1CCCCC1
→ 2.8%, 4
17: CC(=O)Nc1cccc(NC(=O)CS(=O)(=O)c2cn(CC(=O)N3CCOCC3)c3ccccc23)c1
→ 1.5%, -3
18: CCCCN1C(=O)c2ccccc2C1C(=O)NC1CCCC1 (stereo not given)
→ -1.9%, -4
19: O=C(O)Cc1ccc(NC(=O)c2ccc(NC(=O)c3ccco3)cc2)cc1
→ 6.1%, -4
20: CCOC(=O)CSc1nnc2n1C(C)(C)Cc1ccccc1-2
→ 4.0%, -10
21: CCOC(=O)C1CCCN(S(=O)(=O)Cc2ccccc2)C1 (stereo not given)
→ -2.4%, -6
22: CCOc1ccc(-n2c(N)c(C(=O)NCc3ccco3)sc2=S)cc1
→ 0.8%, 2
23: Cc1ccc2[nH]c3c(=S)nc[nH]c3c2c1
→ 3.6%, -6
24: Cc1cc(C)c(OCCOCCN(C)C)c(Br)c1
→ 1.0%, 0
25: COc1cc(NC(=O)CCc2ccccc2)nc(OC)n1
→ 2.4%, -10
26: CC(=O)c1ccc(NC2OC(CO)C(O)C(O)C2O)cc1 (stereo not given)
→ 1.0%, 36
27: O=C(CCn1c(=S)[nH]c2ccccc2c1=O)NCCCN1CCCC1=O
→ -2.1%, .
28: Cc1ccc(C2CC(=O)NC(SCc3ccccc3)=C2C#N)o1 (stereo not given)
→ 1.3%, .
29: CN1CCN(c2nc3c(c(=O)[nH]c(=O)n3C)n2Cc2cccc3ccccc23)CC1
→ 0.4%, 10
30: O=C(O)c1cc(Cl)nc2ccccc12
→ -3.7%, .
31: CCCCCC(=O)N1CCN(CCN=CC2=C(O)CC(c3cccs3)CC2=O)CC1 (stereo not given)
→ 1.0%, -9
32: CNCc1cc(Br)c(OCC(=O)Nc2ccccc2OC)c(OC)c1
→ 0.0%, -15
33: O=C(COC(=O)c1ccc(F)cc1)Nc1ccc(Cl)cn1
→ -5.2%, -17
34: CCCOc1ccc(Cn2c(C)nc([N+](=O)[O-])c2SCC(O)COC)cc1[N+](=O)[O-] (stereo not given)
→ -4.9%, 6
35: CCN(CC)S(=O)(=O)c1ccc(NC(=O)c2c(-c3ccccc3)noc2C)cc1
→ -1.5%, 56
36: O=[N+]([O-])c1ccc2nc(N3CCNCC3)ccc2c1
→ 3.7%, .
37: O=C(COc1ccccc1C(=O)NCC1CCCO1)Nc1ccc(Br)cc1 (stereo not given)
→ -3.6%, -5
38: O=C1NC(=O)C(=Cc2cc([N+](=O)[O-])ccc2N2CCCCC2)C(=O)N1
→ 2.5%, .
39: O=C(NCCCN1CCN(CCCNC(=O)c2ccccc2F)CC1)c1ccccc1F
→ 3.4%, .
40: COc1ccc(NC(=O)C2CC(=O)NC3=C2C(=O)CC(C)(C)C3)cc1 (stereo not given)
→ -4.2%, 6
41: CCNc1ccccc(C(=O)/C=C/c2ccc3c(c2)OCO3)c1=O
→ -1.0%, 16
42: Cn1c(SCC(=O)NC(=O)CN2CCCC2=O)nnc1-c1ccc(F)cc1
→ 1.4%, 7
43: CC1(C)CC(=O)C(N=Nc2ccc(Cl)cc2)=C(O)C1
→ 0.9%, 15
44: Cc1sc(NC(=O)c2ccc(Cl)s2)c(C(N)=O)c1C
→ 5.8%, 6
45: CCC[C@@H]1CCCO[C@@](C(=O)NCCN2CCOCC2)(C(F)(F)F)C1
→ -3.7%, .
46: CCc1sc(N)nc1-c1ccccc1
→ -7.5%, 10
47: O=C(c1ccc([N+](=O)[O-])cc1)N1CCN=C1SCc1ccccc1
→ 0.6%, -3
48: CC(C)(C)c1ccc(OCC(=O)NNC(=O)CCc2ccccc2)cc1
→ ., -12
49: Cc1nnc(SCC(=O)NC(=O)Nc2ccc3c(c2)OCCO3)s1
→ 0.5%, -10
50: COc1ccc(NC(=O)c2c(NC(=O)CCC(=O)O)sc(-c3ccccc3)c2C)cc1
→ 0.3%, -7
51: CC(C)[C@H](NS(=O)(=O)c1ccccc1)C(=O)OCC(=O)N1N=C(c2ccc(Cl)cc2)CC1c1ccco1 (stereo not given in full)
→ 1.2%, -7
52: Cn1ncc2c(Nc3ccccc3Cl)nc(Nc3ccccc3Cl)nc21
→ ., 7
53: CCN1CCN(CC(=O)Nc2ccc3c(c2)OCCO3)C(=O)C1=O
→ 7.5%, .
54: Cc1cccc(CNCc2ccccc2)c1
→ 2.1%, -10
55: CCOC(=O)c1c(NS(=O)(=O)Cc2ccccc2)sc2c1CCCC2
→ 6.2%, 7
56: CCSc1nc2c(c(=O)n1Cc1ccccc1)SC(C)C2 (stereo not given)
→ 3.9%, -5
57: COC(=O)c1sc(NC(=O)c2cnccn2)c(C(=O)OC)c1C
→ -0.1%, .
58: Cc1cc2nc(N=C(N)N)nc(C)c2cc1C
→ -8.0%, 19
59: CCn1cc([N+](=O)[O-])c(C(=O)Nc2ccn(C34CC5CC(CC(C5)C3)C4)n2)n1
→ -4.1%, 10
60: Cc1cc(C)nc(N/N=C/C2=C(O)CC(c3ccccc3)CC2=O)n1 (stereo not given)
→ -2.0%, 5

Exported bar-delimited: entries from further up
item | SMILES | GlmU inhibition | Mtb RmlCD inh
34 | CCCOc1ccc(Cn2c(C)nc([N+](=O)[O-])c2SCC(O)COC)cc1[N+](=O)[O-] (stereo not given) | -4.9% | 6
16 | O=C1OC(c2ccc(Br)cc2)=N/C1=C\N1CCCCC1 | 2.8% | 4
44 | Cc1sc(NC(=O)c2ccc(Cl)s2)c(C(N)=O)c1C | 5.8% | 6
3 | CCCCNS(=O)(=O)/C=C/c1ccccc1 | -6.1% | 0
17 | CC(=O)Nc1cccc(NC(=O)CS(=O)(=O)c2cn(CC(=O)N3CCOCC3)c3ccccc23)c1 | 1.5% | -3

Part of the list above, with tabs:
entry	smiles	GlmU inhibition	Mtb RmlCD inh
44	Cc1sc(NC(=O)c2ccc(Cl)s2)c(C(N)=O)c1C	5.8%	6
45	CCC[C@@H]1CCCO[C@@](C(=O)NCCN2CCOCC2)(C(F)(F)F)C1	-3.7%	.

The list continues.
Below each compound: GlmU inhibition, Mtb RmlCD inh
61: S=C(NCc1cccs1)Nc1ccc(Br)cc1Cl
→ -7.5%, -2
62: CCCC(=O)N1c2ccccc2NC2=C(C(=O)CCC2)C1c1ccc(F)cc1 (stereo not given)
→ 3.2%, 5
63: COc1ccc(-n2c(-c3ccc(C)cc3)n[nH]c2=S)cc1
→ 5.1%, 3
64: Cc1cccc(Oc2cc(NC(=O)c3ccccc3)cc([N+](=O)[O-])c2)c1
→ -4.6%, -10
65: O=C1CCN(CCc2ccccc2)CCN1[C@H](CSc1ccc(Br)cc1)c1ccccc1
→ -0.2%, .
66: CCNCCNC(=O)c1c(O)c2c([nH]c1=O)CCCC2
→ 3.5%, 22
67: CCN1N=C(C)C=C(c2ccccc2)n2c1nc1ccccc12
→ 5.2%, 6
68: Cc1ccc2nc(SCc3ccccc3)c(C=O)c(=O)n2c1
→ -0.1%, -7
69: O=C(NCCN1C(=O)S/C(=C\c2ccc(Cl)c(Cl)c2)C1=O)C1COc2ccccc2O1 (stereo not given)
→ 4.2%, -9
70: Cc1ccc(OCC(O)CN2C(=O)NC(C)(C)C2=O)cc1C (stereo not given)
→ 3.9%, 4
71: COc1ccc(CNC(=O)CN(C(=O)Cn2nnc(-c3ccccc3F)n2)c2ccc(C)cc2)cc1
→ 2.8%, -11
72: Cc1cc(C(=O)N2CCN(Cc3ccc4c(c3)OCO4)CC2)on1
→ -2.2%, 4
73: Cc1ccc(-n2[nH]c(C)c(C=Nc3ccc(S(=O)(=O)Nc4nccs4)cc3)c2=O)cc1
→ -1.2%, 12
74: O=C(COC(=O)CNC(=O)c1ccccc1)Nc1ccc(Cl)cc1C(F)(F)F
→ -3.6%, 8
75: O=C(COC(=O)c1ccco1)NC(c1ccccc1)c1ccccc1
→ 0.2%, 6
76: CCNC(=O)COc1cc(C)c(Cl)c(C)c1
→ -0.5%, -8
77: CCN(CC)c1ccc(/C=N/NC(=O)c2cccc(S(=O)(=O)Nc3ccccc3OC)c2)cc1
→ 2.1%, -13
78: Nc1ncc(Br)cc1S(=O)(=O)NCCC(=O)N1CCN(c2ncccn2)CC1
→ -3.2%, 4
79: Cc1ccc(NC(=O)CN(C)C(=O)COc2c(Cl)cc(Cl)c3ccc(C)nc23)cc1
→ -4.3%, -9
80: O=C(COC(=O)c1cc(=O)c2ccccc2o1)NC1CCCC1
→ 1.0%, 1
81: COc1cccc(C2NC(C)(C(=O)O)C3C(=O)N(C(C)C)C(=O)C23)c1O (stereo not given)
→ 7.3%, -12
82: COc1ccc(CCNc2nc3c(c(=O)n(C)c(=O)n3C)n2C)cc1OC
→ 1.1%, -3
83: O=C(CSc1ccc(Cl)cc1)Nc1ccc(N2CCN(c3ccccc3)CC2)c(F)c1
→ 1.6%, ?
84: COc1ccc(OC)c(NC(=O)CC2C(=O)NCCN2C(=O)Nc2cccc(Cl)c2)c1 (stereo not given)
→ -0.5%, -3
85: O=C(NC(=S)NC1CCSC1=O)c1ccccc1F (stereo not given)
→ 3.5%, 4
86: Cn1ncc2c(NNC(=O)c3ccc(Cl)c(Cl)c3)ncnc21
→ -1.5%, -3
87: COc1ccc(CC(=O)Nc2cccc(-c3cn4ccccc4n3)c2)cc1
→ 0.6%, .
88: COc1ccc2nc(C)cc(SCC(NC(C)=O)C(=O)OC(C)C)c2c1 (stereo not given)
→ 2.5%, 8
89: CCCc1nc2sc3ccccc3c(=O)c2c(=O)n1Cc1ccco1
→ ., 28
90: CCNC(=S)NNC(=O)c1csc(C)c1
→ -0.3%, .
91: Oc1c(C=C2N=c3ccccc3=N2)sc(=S)n1C1CCCC1
→ -3.4%, .
92: CC(C)CNC(=S)NC(=O)c1ccc(F)cc1
→ 2.7%, -2
93: CC(C)Cn1c(CCC(=O)O)ccc1-c1cccs1
→ -2.2%, -2
94: O=C1CC(c2ccccc2)n2nc(N3C(=O)c4ccccc4C3=O)nc2N1 (stereo not given)
→ 0.8%, 4
95: CN(C)c1ccc(/C=C/C=C2/SC(=S)N(c3ccccc3)C2=O)cc1
→ -5.9%, .
96: CC1(C)O[C@@H]2C[C@H]3[C@@H]4C[C@H](F)C5=CC(=O)CC[C@]5(C)[C@H]4[C@@H](O)C[C@]3(C)[C@]2(C(=O)CO)O1
→ -3.6%, .
97: CC(=O)c1cccc(NC(=O)COc2ccccc2C(=O)c2cc(C#N)c(=O)n(C3CCCCC3)c2)c1
→ -0.5%, 1
98: CCc1ccc(N2C(=O)Nc3ccccc3C2(O)C(=O)N2CCN(c3ccccn3)CC2)cc1 (stereo not given)
→ 3.8%, 7
99: CC(CNCC1CCCO1)COc1cccc2ccccc12 (stereo not given)
→ -3.2%, 2
100: C=C(C)COc1ccc(-c2nc(N)nc(C)c2-c2ccc(OC)cc2)c(O)c1
→ -0.2%, .
101: O=C(N1CCCCC1)N1CCN(C(c2ccccc2)c2ccccc2)CC1
→ -2.9%, 6
102: CC[C@H]1CN2CCc3cc(OC)c(OC)cc3[C@@H]2C[C@@H]1C[C@H]1NCCc2cc(OC)c(OC)cc21
→ -5.3%, .
103: C=CCn1nc([N+](=O)[O-])nc1Sc1cccc2cccnc12
→ 6.8%, -10
104: O=C(COc1ccccc1)NCC(=O)N/N=C/C=C/c1ccccc1
→ -3.5%, 7
105: N#Cc1nc(COc2ccc(F)cc2)oc1NCCCn1ccnc1
→ 1.7%, .
106: Cc1ccc(O)c(C2=Nc3ccccc3N=C(c3cccs3)C2)c1
→ -1.2%, .
107: CCOC(=O)Cc1nn(CCc2ccccn2)c(=O)c2ccccc12
→ -0.7%, 0
108: O=C(c1c(O)c2ccccc2oc1=O)C1CCCCC1
→ 3.2%, -10
109: CCc1nnc(NS(=O)(=O)c2ccc(NC(=S)NC(=O)/C=C/c3ccc(OC)cc3)cc2)s1
→ 6.1%, 33
110: CCC(Sc1n[nH]c(=O)[nH]c1=O)C(=O)OCc1ccccc1 (stereo not given)
→ 4.2%, 5
